# SNCA expr inhib: SNCA gene expression inhibition | hit rate 0.17% among 140,000 | AID 1671194 | Potency, µM (series often up to 57.2 µM), without a hit: at the top dose activity change, negative = inhibition, usual class: inhibitors | HEK-293 SNCA-luciferase knock-in, luminescence, 24 h;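 further: potency means the concentration at half of the fitted maximal effect; plate controls were DMSO cells for no effect and cell-free wells for full effect; nearly all actives have a fitted effect of over 45% in size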
# 3T3 cytotox: kills NIH 3T3 cells. NIH 3T3 viability, CellTiter-Glo ATP luminescence, 48-72 h. Potency, µM (series often up to 96.7 µM), for the others: at the highest dose activity change, negative = cytotoxicity, usual class: inhibitors. hit rate 4.3% among 94,000; further: potency means the concentration at half of the fitted maximal effect; nearly all actives have a fitted effect of over 55% in size
#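 NIH 3T3 cells at 400 cells/well received 23 nL of compound by pintool and were incubated 48 or 72 h at 37 °C. Viability was read as ATP-coupled CellTiter-Glo luminescence.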
# IP6K1 inh: blocks human inositol hexakisphosphate kinase 1 | activity change, % (series mostly up to about 58 µM) | hit rate 0.81% among 140,000 | Q92551 | IP6K1 kinase, ADP-Glo luminescence, 2 h; stronger effect = lower value; in the data active means activity change below about -25%
# Target sequence (Q92551 whole entry, looked up): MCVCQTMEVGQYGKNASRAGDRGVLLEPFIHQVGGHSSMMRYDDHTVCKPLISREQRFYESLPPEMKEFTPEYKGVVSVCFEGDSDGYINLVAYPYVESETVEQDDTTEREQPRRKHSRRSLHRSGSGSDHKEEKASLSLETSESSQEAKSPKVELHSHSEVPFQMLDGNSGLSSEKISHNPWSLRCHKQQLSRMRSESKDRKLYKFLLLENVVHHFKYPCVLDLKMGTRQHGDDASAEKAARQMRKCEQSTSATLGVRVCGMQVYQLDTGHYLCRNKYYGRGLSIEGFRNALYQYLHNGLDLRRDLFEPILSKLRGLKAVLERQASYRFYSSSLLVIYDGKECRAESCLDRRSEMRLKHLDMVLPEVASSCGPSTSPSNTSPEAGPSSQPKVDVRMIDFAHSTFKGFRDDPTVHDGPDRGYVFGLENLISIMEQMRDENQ
#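 ADP-Glo luminescence measures ADP made by human IP6K1 during a 2 h RT reaction with ATP/IP6 (mix at 1.3 mM/130 uM); top library doses 57.5 and 19.1 uM final.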
# GPT2 inh: inhibitors of human GPT2 alanine aminotransferase; Potency, µM (doses to about 57.7 µM), for inactives: at the highest dose activity change, negative = inhibition, hits mostly inhibitors; hit rate 0.25% among 100,000; Q8TD30; Recombinant GPT2, coupled pyruvate oxidase/HRP Amplex Red fluorescence; further: potency means the concentration at half of the fitted maximal effect; nearly all actives have a fitted effect of over 60% in size; many of its hits are not listed in these tables
# Target sequence (Q8TD30 whole entry, looked up): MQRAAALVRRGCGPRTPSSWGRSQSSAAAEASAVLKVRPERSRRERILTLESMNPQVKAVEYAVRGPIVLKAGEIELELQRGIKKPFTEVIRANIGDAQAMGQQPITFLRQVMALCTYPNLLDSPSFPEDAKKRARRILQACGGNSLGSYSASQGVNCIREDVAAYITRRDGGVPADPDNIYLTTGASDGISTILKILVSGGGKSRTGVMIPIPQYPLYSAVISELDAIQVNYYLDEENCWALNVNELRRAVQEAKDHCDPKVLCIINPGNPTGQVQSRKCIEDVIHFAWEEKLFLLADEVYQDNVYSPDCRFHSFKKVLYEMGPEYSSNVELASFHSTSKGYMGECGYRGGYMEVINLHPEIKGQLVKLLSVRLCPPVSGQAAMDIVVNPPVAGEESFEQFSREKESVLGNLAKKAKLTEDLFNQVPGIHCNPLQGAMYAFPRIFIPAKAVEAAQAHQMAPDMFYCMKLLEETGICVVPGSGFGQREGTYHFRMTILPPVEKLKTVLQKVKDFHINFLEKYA
#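 Fluorescence of coupled pyruvate oxidase/HRP/Amplex Red system (50uM Amplex, 30 min, dark) reports pyruvate formed by GPT2. Enzyme reaction: 10ng/uL GPT2, 2mM L-alanine, 250uM a-KG, 30 min room temperature, pH 7.5; 50uM AOA control.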
# Luciferase inh: Photinus pyralis luciferase inhibition; purified P. pyralis luciferase, luminescence, biochemical; Potency, µM (series often up to 115 µM), for the others: top-dose activity change, negative = inhibition, hits mostly inhibitors; hit rate 2.5% among 76,000; further: potency means the concentration at half of the fitted maximal effect; nearly all actives have a fitted effect of over 65% in size
#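 Purified P. pyralis luciferase (10nM final) in 50mM Tris acetate pH 7.5, 10mM Mg acetate, 0.01% Tween-20, 0.05% BSA with 10uM D-luciferin and 10uM ATP. Compounds titrated qHTS. Luminescence imaged on CCD.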
# SNCA viab count: reduces viability of HEK-293 SNCA reporter cells | HEK-293-SNCA-luc viability, GF-AFC fluorescence, 24 h | Potency, µM (doses to about 57.1 µM), for the others: top-dose activity change, negative = cytotoxicity, usual class: cytotoxic | hit rate 0.12% among 150,000 | AID 1671193;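 further: potency means the concentration at half of the fitted maximal effect; 0% = DMSO-treated cells and -100% = medium-only wells without cells; nearly all actives have a fitted effect of over 30% in size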
#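 HEK-293-SNCA-luc cells (1500/well) plated 24 h, then exposed 24 h to a dilution series; GF-AFC added 30 min at 37C, fluorescence 405/540 nm; normalised to medium-only and DMSO wells, Hill fit.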
# HEK293 tox: kills HEK 293 cells. HEK 293 viability, ATP luminescence (CellTiter-Glo), 48-72 h. Potency, µM (titrated, usually from 115 µM), for the others: top-dose activity change, negative = cytotoxicity, actives largely listed as inhibitors. hit rate 6.6% among 94,000. AID 1345083; further: potency means the concentration at half of the fitted maximal effect; nearly all actives have a fitted effect of over 60% in size
#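 HEK 293 cells at 250 cells/well were exposed to compounds by pintool transfer for 48 or 72 hr at 37 degree Celsius, 5% CO2. Viability was read as ATP-coupled luminescence with CellTiter-Glo after 10 min at room temperature.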
# * hit, by the source's call; i = inactive; ? = inconclusive; . = no result given; & = joins results of further samples; [ ] = remark or other dose. Unless noted, the call rests on the fitted dose curve; in most records, active means well fitted curve in the direction sought with a large enough effect; inconclusive means small, poorly fitted or top-dose-only effect, or another doubt; inactive means no such curve, though single readings can be large; an effect the other way counts as inactive or inconclusive. Unless noted, on the % scale 0 is the no-effect control and ±100 the full control effect. Compounds as they come; about 7.8% have a hit in one of these screens.
SMILES,SNCA expr inhib,3T3 cytotox,IP6K1 inh,GPT2 inh,Luciferase inh,SNCA viab count,HEK293 tox
CS(=O)(=O)c1ccc(O[C@H]2COCCN(c3nc4ccccc4s3)C2)cc1,44%[activator][87.6 µM],?,-9,i,?,-13%[87.6 µM],?
COc1cccc(CN2CCCC(c3nc(C(C)C)no3)CCNC(=O)CC2)c1 (configuration not stated),9%,-27%,16,i,-15%,9%,-31%
COc1ccc(C2Cn3nnc(-c4nc(-c5cccc(C)c5)no4)c3CO2)cc1 (configuration not stated),44%[activator],-11%,-12,i,?,14%,-17%
Cc1ccc(-c2noc([C@@H]3C[C@H](NS(=O)(=O)Cc4ccccc4)CN3C)n2)cc1,68%[activator][87.6 µM],79µM*,-3,3%[88.5 µM],-18%[172 µM],-16%[87.6 µM],100µM*
CC1=NOC(C(=O)N2CCOc3c(O)cc(-c4nc(C)cnc4C)cc3C2)C1 (configuration not stated),-15%,-7%,5,1%,-4%,3%,-2%
CC1=C[C@@H](CNC(=O)NC2CCCCC2)[C@H](C(C)C)C[C@H]1Cc1nc2ccc(C)cc2[nH]1,-27%[87.6 µM],?,-10,?,-2%[172 µM],?,?
COC[C@@H]1CN(C(=O)c2cn3ccccc3n2)C[C@H]1c1nc(C)no1,1%,i,-4,2%,-5%,2%,4%
NC(=O)N1c2ccccc2C=Cc2ccccc21,-15%,.,28,0%&-1%,.,5%,.
COc1ccc2c(c1)C(=O)N(CCc1ccc(S(=O)(=O)NC(=O)NC3CCCCC3)cc1)C(=O)C2(C)C,16%[25.6 µM],.,9&-22,?,.,11%,.
CN[C@@H]1[C@H](O[C@H]2[C@H](O[C@@H]3[C@@H](O)[C@H](O)[C@@H](N=C(N)N)[C@H](O)[C@H]3N=C(N)N)O[C@@H](C)[C@]2(O)C=O)O[C@@H](CO)[C@H](O)[C@H]1O,.,.,12,i,.,24%[23.9 µM],.
C=CCN1CC(C(=O)NCc2cccnc2Oc2ccc(C)nc2)CC1=O (configuration not stated),-9%,-7%,-5,-38%,0%,-4%,-22%
O=C(Nc1ccc2c(N3CCCCC3)ncnc2c1)c1cc(F)cc(F)c1,-25%,?,13,4%,7%,-12%,-66%

# A section taken from the entries so far, for reference:
SMILES,SNCA expr inhib,3T3 cytotox,IP6K1 inh,GPT2 inh,Luciferase inh,SNCA viab count,HEK293 tox
CS(=O)(=O)c1ccc(O[C@H]2COCCN(c3nc4ccccc4s3)C2)cc1,44%[activator][87.6 µM],?,-9,i,?,-13%[87.6 µM],?
COc1cccc(CN2CCCC(c3nc(C(C)C)no3)CCNC(=O)CC2)c1 (configuration not stated),9%,-27%,16,i,-15%,9%,-31%
COc1ccc(C2Cn3nnc(-c4nc(-c5cccc(C)c5)no4)c3CO2)cc1 (configuration not stated),44%[activator],-11%,-12,i,?,14%,-17%

# (next part)
SMILES,SNCA expr inhib,3T3 cytotox,IP6K1 inh,GPT2 inh,Luciferase inh,SNCA viab count,HEK293 tox
CC1CCCCN1S(=O)(=O)c1ccc(C(=O)Nc2sc3c(c2C(N)=O)CC(C)(C)NC3(C)C)cc1 (configuration not stated),-3%,.,5,.,.,?,.
CC1=C(C(=O)OC2CCCCCC2)C(c2ccc(Cl)cc2)CC(=O)N1 (configuration not stated),-15%,.,16,.,.,2%,.
Cc1onc(-c2cnn(C)c2NCCc2ccccc2)c1C(=O)N1CCC(F)(F)CC1,6%[87.6 µM],?,6,i,-2%[172 µM],-1%[87.6 µM],?
O=C(NC1CCN(C(=O)N2CC3CC(C2)[C@H]2CCCC(=O)N2C3)CC1)C1CCC1 (some centres not stated),13%,1%,0,i,10%,9%,-14%
O=C(c1ccc(F)cc1)N1CCC(C(=O)N2CCC(c3nc4ccncc4[nH]3)C2)CC1 (configuration not stated),-22%,i,-10,-2%,.,9%,3%
CCOc1ncccc1C(=O)NC(C)c1cnc(-c2ccncc2)nc1C (configuration not stated),-4%,?,-11,-1%,1%,2%,-5%
O=C(Cc1ccc(F)cc1)NC1CC(=O)N(c2ccc3c(c2)OCCO3)C1 (configuration not stated),36%[activator],.,-4,.,.,19%,.
COc1ccc(CCNC(=O)c2ccc3nnc(-c4ccc([S+](C)(=O)[O-])cc4)n3c2)cc1,-3%,-22%,23,i,.,-8%,?
COc1cccc(-c2ccc(CN)cc2)c1,17%[87.6 µM],?,-18,-4%[88.5 µM],.,3%[87.6 µM],-29%[172 µM]
O=C(c1ccccc1Cl)N(Cc1ccco1)Cc1ccco1,4%,.,36,.,.,4%,.
Cc1n[nH]c(C)c1-c1nc2c([nH]1)CNCC2,-15%,-8%,7,1%,-1%,3%,i
Cc1cccc(N2CCN(C(=O)c3ccc(Nc4nc5ccccc5n5nnnc45)cc3)CC2)c1C,79%[activator],.,6,.,.,-1%,.

# Random excerpt: two records from the list.
SMILES,SNCA expr inhib,3T3 cytotox,IP6K1 inh,GPT2 inh,Luciferase inh,SNCA viab count,HEK293 tox
Cc1n[nH]c(C)c1-c1nc2c([nH]1)CNCC2,-15%,-8%,7,1%,-1%,3%,i
Cc1cccc(N2CCN(C(=O)c3ccc(Nc4nc5ccccc5n5nnnc45)cc3)CC2)c1C,79%[activator],.,6,.,.,-1%,.

# Further records follow:
SMILES,SNCA expr inhib,3T3 cytotox,IP6K1 inh,GPT2 inh,Luciferase inh,SNCA viab count,HEK293 tox
Cc1ccc(CN2CC3(Cc4ccccc4C(=O)N3)C2)cc1,37%[activator][87.6 µM],?,7,-3%[88.5 µM],.,-2%[87.6 µM],?
CCCCN(CCCC)CCn1cnc2c([nH]c3ccc(OC)cc32)c1=O,-7%,.,-8,.,.,3%,.
NC(=O)Cn1c(=O)n(CCCCCC(=O)NCc2ccccc2Cl)c(=O)c2sccc21,-3%,.,8,.,.,11%,.
Cc1ccc(NC(=O)C2CCN(c3nnc(-n4cccc4)s3)CC2)cc1Cl,14%,.,-2,.,.,10%,.
CC(=O)c1cc(-c2ccc(F)cc2)n(CC(=O)Nc2cc(C)cc(C)c2)c1C,-23%,.,9,.,.,3%,.
CCOc1ccccc1NC(=O)CN(c1cc(C)cc(C)c1)S(=O)(=O)c1c(C)nn(C)c1C,?,.,-6,.,.,-1%,.
Cc1cc(C)cc(NC(=O)Cn2c(=O)c(-c3noc(C)n3)c3n(c2=O)CCCCC3)c1,-23%,4%,-2,i,-1%,7%,5%
CCN(CC)S(=O)(=O)c1ccc2c(c1)nc(CN(C)C(=O)Nc1ccc(C)c(Cl)c1)n2C,-4%,.,3,.,.,-2%,.
CC1=CC(=O)C2C(C)(C)CCC[C@]2(C)[C@H]1CC[C@H](C)CC(=O)O (some centres not stated),.,.,14,3%[27.3 µM],.,-6%,.
Cc1cc(C)c(-c2n[nH]c3c2C(c2ccccc2F)N(CCO)C3=O)c(O)c1 (configuration not stated),20%,.,6,.,.,?,.
CCCCOc1ccc(CNC(=O)Cc2ccc(NC(=O)N3CCCCc4ccccc43)cc2)cc1,?,.,13,.,.,-11%,.
CC(=O)C1=C(C)N(c2cccc(C(F)(F)F)c2)C(=O)N[C@H]1c1ccc(C#N)nc1,.,.,-9,1%[17.1 µM],.,16%[12.5 µM],.
CCN(CC)C(=O)CCc1nc(C2CCCN2C(=O)c2ccccc2)no1 (configuration not stated),-14%,i,21,i,-3%,0%,-1%
Cn1cc(CN2CCNc3cc(Nc4ccccc4)ncc3C2)cn1,37%[activator][87.6 µM],?,-20,3%[88.5 µM],28µM*,?,-60%[172 µM]
COc1ccc(N2CC(NC(=O)c3ccc(S(=O)(=O)N4CCOCC4)cc3)CC2=O)cc1OC (configuration not stated),9%,.,3,.,.,1%,.
O=C(O)C[C@@H]1CCN(C(=O)c2ccccc2)C[C@@H]1CC1=NCCc2cc(F)ccc21,13%[87.6 µM],-4%[174 µM],10,-16%[88.5 µM],1%[172 µM],-1%[87.6 µM],1%[172 µM]
COc1cccc(OCc2nc(C(=O)N3CCCC3c3nccs3)co2)c1 (configuration not stated),52%[activator],-24%,-7,-5%,-16%,-3%,-22%
COc1ccc(Nc2nc(N)c3cc(OC)c(OC)cc3n2)cc1,21%,.,7,.,.,-9%,.
Cc1cccc(C(=O)N2CCC3(CC2)CC(Cc2ccc(F)cc2)CCO3)c1 (configuration not stated),-8%,?,-3,-8%,3%,-6%,45µM*
CN1c2cc(C(N)=O)ccc2C(=O)N2CCCC21 (configuration not stated),35%[activator],i,12,2%,4%,-1%[12.5 µM],8%
Cc1csc2nc(COC(=O)c3ccc(F)cc3)cc(=O)n12,?,.,-11,.,.,-5%,.
O=C(Cc1ccc(N2CCC(NCCc3ccc(C(F)(F)F)cc3)CC2)cc1)NCc1ccccn1,-3%,?,1,i,-4%,-16%,?
CC(C)N1C[C@H](O)C[C@H]1c1nnc2n1CCN(C(=O)c1ccco1)CC2,-7%,-2%,-6,i,4%,0%,4%
COc1cc(NC(=O)[C@H]2CC[C@H]3CO[C@](C)(NC(=O)c4cnccn4)C(=O)N32)ccc1F,-3%,-14%,-8,-1%,-13%,-2%,?
COc1ccc(C(=O)N2CCC(Cc3nc(-c4ccc(F)cc4)no3)CC2)c(OC)n1,?,?,-8,i,-2%,-17%,?
CS(=O)(=O)N1CCC(C2CCN(C(=O)c3ccc[nH]c3=O)C2)CC1 (configuration not stated),-3%,-6%,28,3%,-3%,-13%[12.5 µM],i
COc1ccc(-c2noc(Nc3ccc4c(c3)OCO4)n2)cc1,86%[activator],-22%,18,i,?,-17%,?
O=C(C[C@H]1NC(=O)c2ccccc2NC1=O)Nc1nnc(Cc2ccccc2)s1,0%,i,4,?,-5%,2%,-1%
COc1ccccc1C(=O)N1CCC(n2cnnc2C2CC2)CC1,-29%,i,3,i,-7%,11%,-2%
COc1ccc([C@@H](NC(=O)c2coc3ccccc23)C2CC(O)C2)cn1 (some centres not stated),8%,-4%,29,?,-8%,2%,-3%
COC(=O)c1ccccc1NC(=O)CSc1c2c(nc3ccc(Cl)cc13)CCCC2,27%,.,18,.,.,0%,.
COc1cccc(N2CC(NC(=O)/C=C\c3ccc4c(c3)OCO4)CC2=O)c1 (configuration not stated),-16%,.,-6,.,.,-21%,.
COc1ccc(C(=O)N2CCCC3(CC(Cc4ccccc4)=NO3)C2)cc1 (configuration not stated),7%,-11%,-2,i,8%,-8%,1%
O=[S+]([O-])(Nc1ccccc1)c1ccc2c(c1)OCCN(CC1CC1)C2,-18%[87.6 µM],-29%[138 µM],4,i,-6%[172 µM],-1%[87.6 µM],?
Cc1cccc(NC(=O)c2ccc(CNS(=O)(=O)c3ccc4c(c3)C(C)(C)C(=O)N4C)cc2)c1,?,.,2,.,.,?,.
CCCCS(=O)(=O)c1nc(-c2ccc(Br)cc2)cc(-c2ccccc2)c1C#N,?,.,-8,.,.,-2%,.
COc1ccc(CCNC(=O)CCCn2c(=O)c3ccccc3n(Cc3ccccc3C#N)c2=O)cc1OC,?,.,-11,.,.,-6%,.
CCCOc1ccc(CCNC(=O)C2NCCc3[nH]cnc32)cc1OC (configuration not stated),-1%,-11%,-12,-11%,-2%,-1%,-22%

# Bioassay records as filed in PubChem.
